Screening results from PubChem BioAssay.
HDAC3 inh = human HDAC3 inhibition. O15379. recombinant HDAC3, fluorogenic peptide/trypsin coupled, fluorescence. inhibition, % at 8.3 µM. hit rate 0.15% among 320,000. AID 2718; in the data active = inhibition above about 26%, passing the limit was not always enough
Target sequence (O15379 whole entry, looked up): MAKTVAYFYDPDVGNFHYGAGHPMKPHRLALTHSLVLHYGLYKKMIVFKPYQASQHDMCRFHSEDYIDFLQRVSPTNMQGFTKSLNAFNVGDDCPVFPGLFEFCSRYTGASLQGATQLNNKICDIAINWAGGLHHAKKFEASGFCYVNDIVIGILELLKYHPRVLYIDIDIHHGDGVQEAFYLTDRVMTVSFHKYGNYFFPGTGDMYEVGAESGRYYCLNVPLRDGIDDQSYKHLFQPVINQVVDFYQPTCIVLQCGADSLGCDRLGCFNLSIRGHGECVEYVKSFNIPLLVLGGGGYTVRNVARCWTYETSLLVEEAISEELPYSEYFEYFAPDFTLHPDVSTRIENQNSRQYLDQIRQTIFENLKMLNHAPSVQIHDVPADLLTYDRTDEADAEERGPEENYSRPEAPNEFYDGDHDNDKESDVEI
MrgX1 PAM = allosterically activates human MrgX1 receptor signaling. MrgX1-HEK293, Fluo-4 calcium flux, FDSS; stronger effect = higher value. hit rate 0.63% among 310,000. AID 588675. Q96LB2. B-score at 10 µM;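 active = plate-corrected calcium response at least 3 library SD above typical, normal starting fluorescence, not activating the receptor alone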;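 also: compound read alongside a low EC10 to EC30 dose of BAM8-22 agonist; peak minus trough fluorescence over baseline measured at the second addition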
Target sequence (Q96LB2 whole entry, looked up): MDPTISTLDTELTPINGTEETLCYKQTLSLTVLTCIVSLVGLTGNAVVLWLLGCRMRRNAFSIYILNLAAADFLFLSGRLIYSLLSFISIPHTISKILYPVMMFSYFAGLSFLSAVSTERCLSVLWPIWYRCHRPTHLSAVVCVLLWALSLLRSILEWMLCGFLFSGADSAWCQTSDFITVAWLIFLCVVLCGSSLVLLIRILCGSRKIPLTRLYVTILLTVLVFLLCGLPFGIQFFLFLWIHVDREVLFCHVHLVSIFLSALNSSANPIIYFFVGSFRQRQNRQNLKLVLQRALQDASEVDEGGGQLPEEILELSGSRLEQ
RGS4 pot = RGS4 potentiation or activation; HEK293 M3R/inducible RGS4, carbachol calcium flux Fluo4; stronger effect = lower value; hit rate 0.92% among 310,000; B-score at 10 µM;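 active = B-score of the integrated calcium signal more than 4 SD below the library mean, with starting fluorescence not abnormally high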;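 also: negative B-score means reduced calcium response which marks RGS4 activation or potentiation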
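Reagent: ECmax carbachol challenge; Test system: M3R-expressing HEK293 line, RGS4 induced by doxycycline; Schedule: overnight RGS4 induction, 30 min dye load 37 °C, 20 min compound RT; Detection: calcium dye Fluo4 fluorescence; Read-out: Agonist-evoked peak-minus-minimum fluorescence over baseline, integrated ratio, B score.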
TRPC6 inhibitor = blocks the mouse TRPC6 cation channel | HEK293-TRPC6, membrane potential dye, ACh-evoked depolarization; stronger effect = lower value | B-score at 10 µM | hit rate 1.1% among 310,000;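 active = B-score under library mean minus 3 SD, initial fluorescence not abnormally high, positive integrated signal ratio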;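 also: B-score derived from integrated fluorescence ratio over the kinetic read; more negative B-score means stronger inhibition of depolarization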
TRPC6 activator = activators of mouse TRPC6 channel. HEK293-TRPC6 membrane potential dye fluorescence; stronger effect = higher value. Q61143. B-score at 10 µM. hit rate 0.13% among 310,000;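 active = B-score of the integrated fluorescence ratio above library mean plus 3 SD, and starting fluorescence ratio within library mean plus 5 SD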;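 also: higher score means more depolarization so channel activation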
ANO1 block = inhibitors of mouse TMEM16A calcium-activated chloride channel; normalized B-score (activity score, 25-100; higher = stronger inhibition) at 10 µM; AID 588511; hit rate 1.2% among 310,000; HEK293 TMEM16A/YFP iodide influx fluorescence, ionomycin;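 active = ratio plate-corrected score three or more library SD toward inhibition, starting fluorescence score within five deviations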;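 also: score derived from kinetic fluorescence span divided by baseline fluorescence per well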
ANO1 activ = activators or potentiators of mouse TMEM16A chloride channel; B-score at 10 µM; hit rate 0.3% among 340,000; HEK293 TMEM16A/YFP-H148Q/I152L, iodide quench fluorescence; stronger effect = lower value; Q8BHY3; AID 623877;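 active = fluorescence-ratio B-score plate-corrected deviation score at least 3 library SD below zero, with starting fluorescence score within 5 deviations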;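 also: channel opened by trigger with iodide after compound preincubation; score built on the fluorescence ratio of max minus min over baseline; more negative score means more quench and so TMEM16A activation or potentiation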
MrgX1 agonist = activates human MrgX1 receptor signaling. MrgX1-HEK293 cells, Fluo-4 calcium fluorescence, agonist mode; stronger effect = higher value. B-score at 10 µM. hit rate 0.44% among 310,000. AID 588627;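 active = calcium response B-score plate-corrected fluorescence ratio at least 3 library SD, with starting fluorescence B-score inside 5 SD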
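Material: HEK293 cells stably expressing human MrgX1 receptor | Quantity: 15,000 cells per well | Times: Cells plated overnight, dye loaded 0.5 h 37 °C, 0.5 h room temperature | Measured by: Kinetic Fluo-4 NW fluorescence of intracellular calcium | Control set: Positive and negative controls per plate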
RGS4 block = inhibitors of human RGS4; P49798; HEK293 M3R/RGS4 inducible, Fluo-4 calcium flux; stronger effect = higher value; triggered by carbachol at its EC20; B-score at 10 µM; hit rate 0.45% among 310,000;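 active = B-score, a plate-corrected calcium signal, over three deviations above library mean, with baseline fluorescence within five deviations of library mean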;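 also: RGS4 expression induced by doxycycline in cells with stable M3 receptor; B-score is computed from the integrated fluorescence ratio over baseline after carbachol; higher B-score means a larger calcium signal and so more RGS4 inhibition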
Target sequence (P49798 whole entry, looked up): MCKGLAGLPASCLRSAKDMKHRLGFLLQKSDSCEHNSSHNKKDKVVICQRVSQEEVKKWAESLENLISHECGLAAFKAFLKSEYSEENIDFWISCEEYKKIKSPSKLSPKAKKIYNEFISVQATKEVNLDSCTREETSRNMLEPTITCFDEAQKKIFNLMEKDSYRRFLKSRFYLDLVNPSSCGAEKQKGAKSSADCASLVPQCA
MrgX1 antagonist = blocks BAM8-22 activation of human MrgX1 receptor; Q96LB2; MRGX1-HEK293 calcium flux, Fluo-4, BAM8-22 antagonism; stronger effect = lower value; B-score at 10 µM; hit rate 1.3% among 310,000;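 active = calcium-response B-score plate-corrected more than 3 library SD below zero, starting fluorescence within 5 deviations, no agonist response on first addition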;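 also: peak minus trough fluorescence over baseline after final BAM8-22 challenge near maximal dose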
SKKanGAS inh = SKKanGAS growth inhibition; hit rate 1.3% among 300,000; S. pyogenes SKKanGAS, kanamycin growth, BacTiter-Glo, 6 h; inhibition, % at 7.5 µM;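 active = mean replicate score, as percent of positive control median, at least 50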;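 also: strain carries kanamycin resistance gene driven by streptokinase promoter and grows in 40 µg/ml kanamycin; loss of luminescence reflects streptokinase promoter inhibition or plain growth inhibition; 0% = median of DMSO wells and 100% = positive control at its reference dose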
* = called active by the depositor; i = inactive; · = not tested or not shown.

SMILES	HDAC3 inh	MrgX1 PAM	RGS4 pot	TRPC6 inhibitor	TRPC6 activator	ANO1 block	ANO1 activ	MrgX1 agonist	RGS4 block	MrgX1 antagonist	SKKanGAS inh
O=c1cc(N2CCN(c3ccccc3Cl)CC2)[nH]c(=O)n1Cc1ccc(F)cc1	2.2	i	i	i	i	i	i	i	i	i	16.6
O=C(c1cc(-c2cccs2)on1)N1CCN(c2ccccc2)CC1	-0.4	i	i	i	i	i	i	i	i	i	-1.7
O=C(CN1C(=O)S/C(=C\C=C\c2ccccc2)C1=O)Nc1cccc(O)c1	6.9	i	i	i	i	i	i	i	i	i	8.4
CC[n+]1c(/C=C/C=C/N(C(C)=O)c2ccccc2)sc2cc(OC)ccc21	45.2*	i	·	·	·	i	·	i	·	i	·
COc1cccc(-c2cc(C(=O)NCC3CCCO3)on2)c1 (stereo not drawn)	3.4	i	i	i	i	i	i	i	i	i	6.5
Cn1c(=O)[nH]c(=O)c2c1nc(CN1CCN(c3cccc(Cl)c3)CC1)n2CCc1ccccc1	9.1	i	i	i	i	i	i	i	i	i	21.0
O=C(COC(=O)c1cccc(S(=O)(=O)N2CCc3ccccc32)c1)NC1CCS(=O)(=O)C1 (stereo not drawn)	-10.8	i	i	i	i	i	i	i	i	i	-1.5
Cc1ccc(N2CC(C(=O)NCCS(=O)(=O)N3CCN(c4ccc(F)cc4)CC3)CC2=O)cc1 (stereo not drawn)	-3.1	i	i	i	i	i	i	i	i	i	-1.4
CCOc1[nH]n(-c2ccccc2)c(=O)c1C=Nc1ccc(F)cc1F	-3.0	i	i	i	i	i	i	i	i	i	-7.4
COc1ccc(-c2noc(CCC(=O)Nc3cccc(C)c3)n2)cc1	4.2	i	i	i	i	i	i	i	i	i	-0.3
Cc1ccc(CNC(=O)c2ccccc2-n2cnnn2)cc1	-10.2	i	i	i	i	i	i	i	i	i	-5.6
COC(=O)c1sc2ncccc2c1OCc1cccc(Cl)c1	-8.0	i	i	i	i	i	i	i	i	i	-7.7
O=C(CCn1nnc2ccccc2c1=O)N[C@H](C(=O)O)c1ccccc1	2.7	i	i	i	i	i	i	i	i	i	-6.0
Cc1ccc2nc(NC(=O)CCCC(=O)O)sc2c1	-3.8	i	i	i	i	i	i	i	i	i	-1.3
O=C(N1CCN(c2ccc(F)cc2)CC1)C12CC3CC(CC(C3)C1)C2	-2.1	i	i	i	i	i	i	i	i	i	5.7
CCCCOc1ccccc1C1NC(=O)CCC1[N+](=O)[O-] (stereo not drawn)	10.4	i	i	i	i	i	i	i	i	i	-3.6
O=C(CCNC(=O)c1ccc(Br)cc1)NC1CCCc2ccccc21 (stereo not drawn)	0.2	i	i	i	i	i	i	i	i	i	-4.6
Cc1ccc(/C=C/C(=O)Nc2sc(C)c(C)c2C(=O)OC(C)C)o1	4.1	i	i	i	i	i	i	i	i	i	2.3
Nc1nonc1-n1nnc(C(=O)N/N=C/c2c[nH]c3ccccc23)c1-c1ccccc1	4.0	i	i	i	i	i	i	i	i	i	10.4
CCCOC(=O)c1c(NC(=O)CCC(=O)O)sc2c1CCCCC2	3.9	i	i	i	i	i	i	i	i	i	14.1
O=C(C(=O)N1CCOCC1)c1c[nH]c2ccccc12	2.9	i	i	i	i	i	i	i	i	i	-6.4
Cn1cnnc1SC/C(O)=C(\C#N)c1nc2ccccc2[nH]1	6.1	i	i	i	i	i	i	i	i	i	6.5
COc1cccc(NS(=O)(=O)NC(=O)c2c(C)[nH]c3ccccc23)c1	2.5	i	i	i	i	i	i	i	i	i	4.9
CN1CCN(C(=O)C2=C[C@@H](c3ccc4c(c3)OCO4)C[C@@H](OCc3ccc(CO)cc3)O2)CC1	-1.5	i	i	i	i	i	i	i	i	i	1.2
Cc1cc2nc(C)n3c4ccccc4nc3n2n1	4.3	i	i	i	i	i	i	i	i	i	5.4
COc1ccc(NS(=O)(=O)c2ccc(C)c(C(=O)NCC(c3ccco3)N(C)C)c2)cc1 (stereo not drawn)	-0.3	i	i	i	i	i	i	i	i	i	9.6
O=C(CN1CCN(c2ccccn2)CC1)Nc1ccc(F)cc1F	4.4	i	i	i	i	i	i	i	i	i	-2.2
CCOc1cccc(OCCOc2ccccc2[N+](=O)[O-])c1	4.8	i	i	i	i	i	i	i	i	i	-0.4
CC(=O)N(c1ccc(Cl)cc1)c1cn(C(C)=O)c2ccccc12	0.9	i	i	i	i	i	i	i	i	i	-1.8
CC1=C(C(=O)Nc2ccc(C(=O)NCCCN3CCCCC3)cc2)SCCO1	3.6	i	i	i	i	i	i	i	i	i	27.2
C=CCn1nnnc1SCC(=O)Nc1ccc(C(=O)OC)cc1	-1.0	i	i	i	i	i	i	i	i	i	-2.7
Cc1ccc(C(=O)NNC(=O)C(C)Sc2nc(N)cc(N)n2)cc1 (stereo not drawn)	4.8	i	i	i	i	i	i	i	i	i	0.4
COc1cccc(S(=O)(=O)NCc2ccc(C(=O)NCC3CCCO3)cc2)c1 (stereo not drawn)	-8.9	i	i	i	i	i	i	i	i	i	-8.2
O=C1/C(=C/c2ccc(O)c(O)c2)Oc2cc(O)ccc21	11.1	i	·	·	·	i	i	i	·	i	·
CC(C)C(=O)OCC(=O)NCc1ccccc1Cl	4.8	i	i	i	i	i	i	i	i	i	-1.3
C=CC(C)(C)c1c(O)c(CC=C(C)C)c(O)c2c(=O)c3ccc(O)c(O)c3oc12	7.7	i	i	i	i	100*	i	i	6.01*	i	103.3*
Cc1ccc(S(=O)(=O)NCCNC(=O)c2cc(OCC(F)(F)F)ccc2OCC(F)(F)F)cc1	7.9	i	i	i	i	i	i	i	i	i	-1.8
O=C(O)Cn1c2c(c3ccccc31)CCCC2	-1.4	i	i	i	i	i	i	i	i	i	2.7
Cc1cc(C)cc(NC(=O)COc2coc(CN3CCc4ccccc4C3)cc2=O)c1	·	i	i	i	i	i	i	i	i	i	-1.2
Cc1ccc(S(=O)(=O)N2CCCC2C(=O)N(C)Cc2cccs2)cc1 (stereo not drawn)	-0.1	i	i	i	i	i	i	i	i	i	-7.2
Cc1ccc(S(=O)OCC(=O)Nc2cc(Cl)ccc2N2CCOCC2)cc1 (stereo not drawn)	-3.0	i	i	i	i	i	i	i	i	i	3.6
CCC(C)(C(=O)NC1CCCCC1)N(Cc1ccco1)C(=O)c1ccccn1 (stereo not drawn)	-1.3	i	i	i	i	i	i	i	i	i	14.2
CC(C)c1c(C#N)c(N)nc(SCC(=O)c2cc3ccccc3oc2=O)c1C#N	-0.2	i	i	i	i	i	i	i	i	i	13.8
O=C(c1ccc(OC(F)(F)F)cc1)c1ncc[nH]1	1.1	i	i	i	i	i	i	i	i	i	-1.3
CN(C)C(CNC(=O)c1cc(S(=O)(=O)N(C)c2ccc(F)cc2)ccc1Cl)c1ccco1 (stereo not drawn)	6.3	i	i	i	i	i	i	i	i	i	-0.7
CNC(=O)C1(C)C=CCN1C(=O)c1ccccc1 (stereo not drawn)	10.1	i	i	i	i	i	i	i	i	i	10.2
CC(OC(=O)c1ccc(S(=O)(=O)N2CCCCC2)cc1)C(=O)NC1CCCCC1C (stereo not drawn)	-4.2	i	i	i	i	i	i	i	i	i	-5.0
Clc1ccccc1-c1nn2c(-c3ccncc3)nnc2s1	7.3	i	i	i	i	i	i	i	i	i	-9.1
CCN1C(=O)/C(=C\N2CCOCC2)SC1=S	13.7	i	i	i	i	i	i	i	i	i	0.1
Cc1ccc(-n2c(C)nn(CC#N)c2=O)cc1	-4.8	i	i	i	i	i	i	i	i	i	-1.8
NC(N)=NCCCC(NC(=O)c1ccccc1)C(=O)Nc1ccc([N+](=O)[O-])cc1 (stereo not drawn)	10.9	i	i	i	i	i	i	i	i	i	-1.2
NC(=O)C1(c2ccccc2)OC1c1ccccc1 (stereo not drawn)	5.2	i	i	i	i	i	i	i	i	i	5.0
Cc1cc(NC(=O)Cn2nnc(-c3ccccc3NC(=O)c3ccccc3F)n2)no1	-1.5	i	i	i	i	i	i	i	i	i	4.4
Cc1nn2c(N)c(-c3ccccc3)cnc2c1-c1ccccc1	-1.9	i	i	i	i	i	i	i	i	i	0.3
Cc1c(N=c2scc(-c3ccccc3)n2C)c(=O)n(-c2ccccc2)n1C	5.6	i	i	i	i	i	i	i	i	i	10.4
CC1CCCCC1NC(=O)c1ccncc1 (stereo not drawn)	2.1	i	i	i	i	i	i	i	i	i	-5.4
CC(C)(C)NC(=O)CN(C(=O)c1csnn1)c1cccc2c1CCCC2	6.5	i	i	i	i	i	i	i	i	i	-3.5
O=C(Sc1ccc(Cl)cc1)c1cccc(Cn2cc(C(F)(F)F)ccc2=O)c1	2.6	i	i	i	i	i	i	i	i	i	9.4
C/C(N)=C(/C#N)C(=O)COC(=O)c1ccc(OCC2CCCO2)cc1 (stereo not drawn)	0.7	i	i	i	i	i	i	i	i	i	1.7
Cc1cccc(OCC(=O)Nc2cc(S(=O)(=O)N3CCOCC3)ccc2N2CCCC2)c1C	5.5	i	i	i	i	i	i	i	i	i	2.2
(next part)
SMILES	HDAC3 inh	MrgX1 PAM	RGS4 pot	TRPC6 inhibitor	TRPC6 activator	ANO1 block	ANO1 activ	MrgX1 agonist	RGS4 block	MrgX1 antagonist	SKKanGAS inh
NC(=O)c1cc([N+](=O)[O-])ccc1NCc1ccc(C(=O)O)cc1	2.0	i	·	·	·	i	i	i	·	i	·
CC(OC(=O)c1nsc(Cl)c1Cl)C(=O)NC(C)(C)C (stereo not drawn)	0.9	i	i	i	i	i	i	i	i	i	2.7
COc1c(O)ccc2c1CN1CCc3cc4c(cc3C1C2)OCO4 (stereo not drawn)	3.0	i	i	i	i	i	i	i	i	i	1.7
NS(=O)(=O)c1ccc(CCNS(=O)(=O)c2ccc(Cl)cc2)cc1	-2.8	i	i	i	i	i	i	i	i	i	-2.4
CCn1c(-c2cc(-c3cc(OC)ccc3OC)nc3ccccc23)n[nH]c1=S	12.9	i	i	i	i	i	i	i	i	i	21.3
COc1ccc(C)cc1S(=O)(=O)N1CCCC(C(=O)N2CCOCC2)C1 (stereo not drawn)	-3.1	i	i	i	i	i	i	i	i	i	-0.7
O=C(CNCC1CCCO1)N1CCCc2ccccc21 (stereo not drawn)	-1.7	i	i	i	i	i	i	i	i	i	2.2
CCN(/N=C/C=C/c1ccccc1)c1cc(=O)n(C)c(=O)[nH]1	-7.5	i	i	i	i	i	i	i	i	-5.61*	-7.1
CCCC(C(=O)Nc1cccc(S(=O)(=O)N2CCCC2)c1)c1ccccc1 (stereo not drawn)	0.8	i	i	i	i	i	i	i	i	i	1.2
CNC(=S)NCCc1cc2c(OC)ccc(OC)c2[nH]c1=O	-2.1	i	i	i	i	i	i	i	i	i	-1.3
